ADAM10 inh = human ADAM10 inhibitors, primary screen, biochemical, QFRET, HTS; Disintegrin and metalloproteinase domain-containing protein 10 (Homo sapiens), O14672; recombinant ADAM10, EDANS/DABCYL FRET peptide cleavage, 3 h; inhibition, % at 7 µM; actives 0.62% (n = 370,000); AID 720582, 2013;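 active = inhibition above a per-campaign cutoff equal to the mean of compounds falling between control-based bounds plus 3 SD, cut at about 20% in these data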;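 note: 0% = DMSO wells while the 100% control is not disclosed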
GAA850 FXN act = FXN promoter activators, primary screen, cell-based, luciferase luminescence, HEK293 lucGAA850 | HEK293 lucGAA850 FXN promoter luciferase reporter, 24 h; percent of 10 µM SAHA response | activation, % at 6 µM | actives 0.56% (n = 360,000) | AID 540364, 2011;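 active = activation above the average of all compounds screened plus 3 SD, cutoff fixed separately per campaign, cut at about 7.5% in these data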;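 note: 0% = DMSO wells and 100% = 10 µM SAHA wells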
DAX1 inh-1 = DAX1 (NR0B1) inhibitors, primary screen, cell-based, HEK293, Gal4-DAX1, luciferase luminescence | Nuclear receptor subfamily 0 group B member 1 (Homo sapiens), P51843 | HEK293 Gal4-DAX1 luciferase reporter | inhibition, % at 6.75 µM | actives 0.99% (n = 340,000) | AID 504766, 2011;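 active = inhibition above the mean over all tested compounds plus 3 SD, cut at about 4.2% in these data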;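 note: 0% = DAX1-transfected cells with DMSO and 100% = empty-vector control cells with DMSO; inhibition shows as a rise in luminescence from relieved DAX1 repression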
Target sequence (P51843 207-470 limits assumed): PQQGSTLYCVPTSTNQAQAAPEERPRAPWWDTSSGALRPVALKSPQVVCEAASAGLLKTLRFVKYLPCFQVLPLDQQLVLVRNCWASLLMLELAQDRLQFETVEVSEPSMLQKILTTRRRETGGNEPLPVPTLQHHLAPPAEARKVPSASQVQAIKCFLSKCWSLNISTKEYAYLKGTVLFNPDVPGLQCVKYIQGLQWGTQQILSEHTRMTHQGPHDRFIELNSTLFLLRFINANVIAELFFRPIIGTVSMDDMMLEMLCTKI
GC-B act = human GC-B receptor activators, primary screen, HEK293 GC-B cells, cGMP TR-FRET, EC30 CNP | Atrial natriuretic peptide receptor 2 (Homo sapiens), P20594 | 0% at EC30 CNP, 100% saturating CNP | activation, % at 10 µM | actives 0.11% (n = 370,000) | AID 1920062, 2024;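 active = activation at 10 µM reaching about 35% in either raw or pattern-adjusted values, limit read from the data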
hgDAF12 agonist = H. glycines DAF-12 receptor agonists, primary screen, cell-based, luminescence, HEK293, GAL4 fusion, UAS-luciferase. Nuclear hormone receptor DAF-12 (Heterodera glycines), GAL4 fusion. HEK293 GAL4-hgDAF12 UAS-luciferase reporter, agonist luminescence; normalized to butyrate control. activation, % at 6.8 µM. actives 1.8% (n = 370,000);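 active = activation above a cutoff set at the mean of all screened compounds plus 3 SD, cut at about 10% in these data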;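 note: 0% = DMSO wells and 100% = sodium butyrate wells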
hcDAF12 agonist = H. contortus DAF-12 nuclear receptor activators, primary screen, cell-based, luminescence, HEK293, lit1-tk-luc reporter | actives 1.4% (n = 370,000) | HEK293 hcDAF-12 lit1-tk-luc reporter; 0% DMSO, 100% Δ7-dafachronic acid | AID 652067, 2013 | activation, % at 6.8 µM;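 active = activation above the mean of all tested compounds plus 3 SD, cut at about 5.5% in these data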;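 note: 100% = response to 3 µM Δ7-dafachronic acid high control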
DAX1 inh-2 = DAX1 (NR0B1) inhibitors on StAR promoter, primary screen, cell-based, luminescence, SF-1 (NR5A1), full-length DAX-1; HEK293T StAR-luciferase reporter, SF-1/DAX-1 repression relief; inhibition, % at 6.8 µM; actives 1.1% (n = 370,000); AID 652010, 2013;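 active = inhibition above the mean over all tested compounds plus 3 SD, cut at about 3.6% in these data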;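 note: 0% = DAX-1 cells with DMSO and 100% = cells lacking DAX-1 with DMSO; higher inhibition means more luminescence from relief of DAX-1 repression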
ssDAF-12 act = S. stercoralis DAF-12 nuclear receptor activators, primary screen, cell-based, luminescence, HEK293, GRIP1 co-expression, lit1-tk-luc; activation, % at 6.8 µM; HEK293 ssDAF-12/GRIP1 lit1-tk-luc reporter; % of 3 µM dafachronic acid response; Nuclear hormone receptor DAF-12 (Strongyloides stercoralis); actives 1% (n = 370,000);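 active = activation above the mean over all tested compounds plus 3 SD, cut at about 0.9% in these data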;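 note: 0% = DMSO-only wells and 100% = 3 µM delta7-dafachronic acid wells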
sPLA2-III inh = human group III sPLA2 inhibitors, primary screen, biochemical, QFRET, BODIPY PC-A2 liposome substrate; Group 3 secretory phospholipase A2 (Homo sapiens), Q9NZ20; inhibition, % at 12.2 µM; actives 0.56% (n = 370,000); QFRET BODIPY PC-A2 liposome hydrolysis, fluorescence;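 active = inhibition above mean plus 3 SD of compounds lying within the high and low control bounds, cut at about 19% in these data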;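 note: 0% = median of test compound wells and 100% = no enzyme DMSO wells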
Target sequence (Q9NZ20 whole entry, looked up): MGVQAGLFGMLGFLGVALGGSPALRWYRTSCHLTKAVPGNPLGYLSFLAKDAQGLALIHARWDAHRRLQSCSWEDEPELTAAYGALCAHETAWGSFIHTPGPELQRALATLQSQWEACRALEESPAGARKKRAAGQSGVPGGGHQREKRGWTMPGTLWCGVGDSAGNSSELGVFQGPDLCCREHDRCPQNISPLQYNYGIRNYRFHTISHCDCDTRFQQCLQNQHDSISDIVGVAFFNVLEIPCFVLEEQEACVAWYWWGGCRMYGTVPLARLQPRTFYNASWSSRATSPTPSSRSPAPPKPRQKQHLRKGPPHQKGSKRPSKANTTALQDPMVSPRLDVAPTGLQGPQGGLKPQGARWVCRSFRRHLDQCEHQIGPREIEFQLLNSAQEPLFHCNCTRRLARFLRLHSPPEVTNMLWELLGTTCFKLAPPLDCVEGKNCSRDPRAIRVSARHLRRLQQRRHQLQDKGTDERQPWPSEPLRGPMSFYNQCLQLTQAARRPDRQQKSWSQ
NPR1 activator = GC-A stimulated cGMP production enhancers – HEK293 GC-A cells, cGMP TR-FRET, EC30 ANP, primary screen; Atrial natriuretic peptide receptor 1 (Homo sapiens), P16066; 0% at EC30 ANP, 100% saturating ANP; activation, % at 10 µM; actives 0.14% (n = 370,000); in the data active = activation above about 40%
SMARCA2 activ = SMARCA2 (BRM) function activators, primary screen, cell-based, luminescence, high throughput | MG213 cells, MMTV-luciferase reporter, dexamethasone, overnight | activation, % at 9.1 µM | actives 1% (n = 370,000); in the data active = activation above about 7.8%;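 note: 0% = vehicle wells and 100% = reference activator wells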
The depositor's hits bear a star; . = not tested or not shown.

SMILES	ADAM10 inh	GAA850 FXN act	DAX1 inh-1	GC-B act	hgDAF12 agonist	hcDAF12 agonist	DAX1 inh-2	ssDAF-12 act	sPLA2-III inh	NPR1 activator	SMARCA2 activ
O=C(COC(=O)CCc1c[nH]c(=O)[nH]1)Nc1cccc(Cl)c1	-11	-0.9	1.5	4	-1.2	0.7	0.1	-0.6	3	1	4
Cc1nc(Cc2nnc(SC(C)C(=O)N3c4ccccc4NC(=O)C3(C)C)o2)cs1 (configuration not stated)	6	-0.7	0.2	0	-1.6	0.5	1.7	-1.3	-4	0	-1
Cc1ccc(N=C2NC(=O)S/C2=C\c2ccco2)cc1	-8	1.8	0.4	-8	-0.5	2.4	0.0	-1.2	0	4	-1
Cc1[nH]c2ccc(F)cc2c1CCN(Cc1ccncc1)C(=S)Nc1ccccc1	7	-0.4	-2.4	-10	0.9	-2.8	-0.8	-2.1	-9	-18	1
Cc1ccc(C)c(NC(=O)C2CCN(C(=O)c3cccs3)CC2)c1	6	-0.6	-0.8	1	-0.2	-0.2	0.0	-0.8	3	2	-1
O=C(CN1CCN(Cc2ccc(F)cc2Cl)C1=O)NCc1cccs1	4	2.2	-1.8	-5	1.0	1.0	0.2	-0.8	-5	2	0
Cc1ccc(NC(=O)CN(C)C(=O)CSc2nnc(C)s2)cc1	-2	-0.5	1.8	-2	-0.5	-1.6	-1.5	-0.9	3	3	0
COC(=O)COc1ccc(-n2cnnn2)cc1	-4	1.5	2.6	-6	-2.0	-1.1	-0.2	0.8	6	-3	-2
OCCNc1ncnc2c1nnn2Cc1ccccc1	-12	0.5	1.1	1	1.1	-1.5	-0.3	-1.7	3	2	0
CCOC(=O)c1c(/N=C/C2=C(O)CCCC2=O)sc2c1CCCC2	-3	0.0	.	2	-1.5	-1.6	-0.2	-1.1	11	-2	-3
O=[N+]([O-])c1ccc(N/N=C/C=C/c2ccco2)cc1	8	4.5	2.2	-6	2.0	-0.4	0.2	-0.7	-7	-5	8.2*
Cc1c(OCc2nn[nH]n2)ccc2c3c(c(=O)oc12)CCCC3	-415	-0.7	-0.7	3	-0.2	-0.9	-0.1	-0.9	-2	1	0
CCCCOCC1CN(CCCC)S(=O)(=O)c2c(cccc2N2CCCCC2)O1 (configuration not stated)	5	.	.	-10	-0.8	0.1	0.4	-1.3	11	3	-3
COC(=O)C1CCN(C(=O)COc2ccc(N(C)S(=O)(=O)c3ccc(C)cc3)cc2)CC1	-7	0.3	0.8	0	-0.2	-1.2	-0.5	-0.8	-2	-4	1
Cc1nn(CCOc2ccccc2)c(=O)n1-c1cccc(F)c1	3	-0.7	3.0	-1	-0.1	0.0	0.2	-1.7	4	-1	3
COc1ccc(S(=O)(=O)N2CCN(C(=O)c3cc(-c4ccccc4OC)n[nH]3)CC2)cc1	-5	-2.9	-3.5	2	-2.8	-4.5	-1.2	-1.3	-22	-5	0
Cn1cc(C[C@H](NC(=O)OC(C)(C)C)C(=O)N[C@H](CO)Cc2ccccc2)c2ccccc21	5	-3.0	-0.9	-9	-0.5	-2.0	0.0	-1.2	-12	-3	0
O=[N+]([O-])c1ccc(C2=Nn3cnnc3SC2)cc1	2	0.9	.	-2	-0.1	-0.6	-0.3	-1.5	-5	-1	2
O=C(c1ccc(Cl)c(S(=O)(=O)NCc2ccco2)c1)N1CCN(c2ccccc2F)CC1	3	-1.5	-0.5	3	0.2	-1.4	-1.2	-1.4	-10	-2	-5
CN(C)C(=O)NC(Nc1cccc([N+](=O)[O-])c1)C(Cl)(Cl)Cl (configuration not stated)	6	-1.5	1.1	2	0.5	0.2	-0.1	-0.7	1	2	0
Fc1ccc(CN2CCN(c3ncccn3)CC2)c(F)c1	-1	-1.1	-0.8	-1	-2.8	-0.1	1.0	0.2	8	-3	5
CCCOc1ccc(CSC(=N)N)cc1C(=O)OC	11	2.5	4.2	-8	0.6	0.1	0.6	-1.4	3	-7	4
Cn1nnc(NC(=O)c2cccc(F)c2)n1	-4	-0.1	-0.3	4	1.3	-1.6	-0.6	-0.9	1	4	-3
COc1ccc(NC(=O)c2ccc3c(=O)n(CC4CCCO4)c(=S)[nH]c3c2)c(OC)c1 (configuration not stated)	-3	1.5	0.2	-2	0.5	-1.4	0.0	-1.6	1	-6	-2
CN(c1ccc(C(=O)N2CCc3ccccc3C2)cc1)S(C)(=O)=O	3	0.7	0.8	8	0.8	-0.2	0.3	-0.6	10	0	1
COc1ccc(NC(=O)c2nc[nH]c2C(=O)N2CCC(C)CC2)cc1	0	-0.6	2.3	2	-1.1	-1.5	-0.2	-1.1	-10	3	-1
Cc1ccc(S(=O)(=O)Nc2nc3ccccc3nc2NCc2ccc3c(c2)OCO3)cc1C	-2	-1.4	0.1	2	-3.8	-0.1	0.2	-0.7	2	1	1
O=C(c1ccc(F)cc1)C1CCN(C(=S)Nc2ccc(F)cc2)CC1	8	0.0	-1.2	-4	0.3	-0.9	0.0	-1.3	11	-4	-1
CCN(CC(=O)Nc1c(F)cccc1F)C(=O)CCNC(=O)c1ccc([N+](=O)[O-])cc1	-10	0.8	-0.4	-6	-3.4	-2.3	-0.2	-0.6	11	0	-2
CCc1c(C)nc2cc(C)[nH]n2c1=O	-22	6.2	0.2	-6	-1.4	-0.7	-0.3	-1.3	7	-1	3
Cc1ccc(S(=O)(=O)c2nc(S(C)(=O)=O)sc2N2CCCCCC2)cc1	6	2.3	-0.3	1	0.5	-1.6	0.0	-0.9	-4	10	-3
COc1ccc(OC)c(NC(=O)CN(C)CC(=O)Nc2ccccc2Br)c1	0	1.4	-0.3	-5	0.3	-1.7	-0.3	-1.5	-5	-10	5
COc1cccc(NC(=O)c2cccc(Cl)c2)c1	-3	2.4	1.4	1	12*	3.6	2.3	-0.2	0	2	7
COc1ccc(NC(C)=O)cc1NC(=O)c1ccc(C#N)cc1	-4	-0.6	0.0	-2	-1.1	-0.9	0.0	-1.0	1	0	-4
Cc1ccc(/C=N/NC(=O)Cn2nnc(N)n2)o1	-3	1.6	.	6	0.2	-0.9	-0.2	-1.0	3	-4	0
COc1ccc(OC)c(-n2c(-c3cccc(O)c3)n[nH]c2=S)c1	-7	2.7	1.2	2	-0.5	2.5	0.9	-1.2	4	-3	0
CCOP(=O)(OCC)c1nc(-c2cccc3ccccc23)oc1NCc1ccccc1	-283	1.6	0.5	4	1.0	0.7	-0.5	-1.8	3	0	1
COc1ccccc1CCNC(=O)C(=O)NCC1OCCN1S(=O)(=O)c1cccs1 (configuration not stated)	-6	2.0	-0.4	2	-2.0	-1.6	-0.7	-0.7	3	1	-3
CC(C)CCN1C(=O)c2ccccc2C1c1nnnn1Cc1ccccc1 (configuration not stated)	-6	.	.	2	-1.2	0.3	1.8	-1.3	6	0	-1
Cc1cc(C(=O)N2CCc3c([nH]c4ccccc34)C2c2c(F)cccc2Cl)no1 (configuration not stated)	4	2.1	0.1	4	0.3	1.7	-0.1	0.3	-29	2	-3
COc1ccccc1-c1noc(CCC(=O)NC2CCCC2)n1	4	-0.1	-0.6	-2	0.4	-0.2	-0.1	-1.4	2	4	1
O=C(Cc1c(F)cccc1Cl)NCC(=O)OCc1ccccc1	2	-1.5	0.6	-3	-1.4	-2.1	-1.1	-1.1	0	5	-4
O=C(O)C/C=C(/NC(=O)OCc1ccccc1)C(=O)OCc1ccccc1	-6	-0.2	0.8	-4	-2.3	-0.8	1.1	-1.2	-11	-1	1
COCC(=O)Nc1nc(-c2ccc(C)cc2)c(C)s1	1	0.9	-0.4	0	3.1	-1.4	0.6	-0.4	-10	-1	1
CCCCCCCCCC(=O)N[C@@H]1c2cc(OC)c(OC)cc2C[C@H]1OCc1ccccc1	3	-1.5	-0.6	0	0.9	-0.5	0.6	-1.1	3	-2	6

Complete entries from above. Values in the order: ADAM10 inh, GAA850 FXN act, DAX1 inh-1, GC-B act, hgDAF12 agonist, hcDAF12 agonist, DAX1 inh-2, ssDAF-12 act, sPLA2-III inh, NPR1 activator, SMARCA2 activ
COc1ccccc1CCNC(=O)C(=O)NCC1OCCN1S(=O)(=O)c1cccs1 (configuration not stated) across the screens: -6, 2.0, -0.4, 2, -2.0, -1.6, -0.7, -0.7, 3, 1, -3
Cc1ccc(S(=O)(=O)c2nc(S(C)(=O)=O)sc2N2CCCCCC2)cc1 across the screens: 6, 2.3, -0.3, 1, 0.5, -1.6, 0.0, -0.9, -4, 10, -3
O=C(COC(=O)CCc1c[nH]c(=O)[nH]1)Nc1cccc(Cl)c1 across the screens: -11, -0.9, 1.5, 4, -1.2, 0.7, 0.1, -0.6, 3, 1, 4
CCCOc1ccc(CSC(=N)N)cc1C(=O)OC across the screens: 11, 2.5, 4.2, -8, 0.6, 0.1, 0.6, -1.4, 3, -7, 4
O=[N+]([O-])c1ccc(C2=Nn3cnnc3SC2)cc1 across the screens: 2, 0.9, ., -2, -0.1, -0.6, -0.3, -1.5, -5, -1, 2

Source: PubChem
